Source: PubChem
FN deposition inh: inhibitors of fibronectin matrix deposition, primary screen, AH1F cells, Alexa488-fibronectin fluorescence, plate reader | AH1F fibroblasts, overnight | inhibition, % at 12.6 µM | actives 0.086% (n = 350,000);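 active = mean inhibition across replicates of 30% or more, regardless of how many single replicates reach that level; inconclusive = mean under 30% yet at least half of replicates reach 30%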;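 also: positive control wells lacked labelled fibronectin entirely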
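test system = AH1F fibroblasts assembling fluorescent fibronectin matrix | quantity = 10000 AH1F cells per well | buffer or medium = DMEM plus 2% serum, read in PBS | doses = single dose, pinned | incubation = 1 h cell attachment, overnight exposure to compound and label | detection = fluorescence at 485 nm excitation, 525 nm emission | read-out basis = inhibition from reduced deposited-fibronectin fluorescence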
Xi reactivation: activators of inactive X chromosome reactivation, primary screen, imaging, XiGFP fibroblasts, GFP high-content imaging, set 2 | XiGFP mouse fibroblasts, % GFP-positive cells imaging, 3 d; cells co-treated with 5-aza-dC sensitizer; scaled so ellipticine positive control = 100% | activation, % at 7.58 µM | actives 0.055% (n = 360,000);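 active = mean normalized replicate activation at least 10% and every replicate at or above 10%; inconclusive = only one of the two criteria met; inactive = mean below 10% and not all replicates reach 10%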;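 also: 0% = median of on-plate neutral control wells and 100% = ellipticine 6 µM median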
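Material: XiGFP fibroblasts, SV40-immortalized; Buffer or medium: DMEM containing 5-aza-dC; Compound dosing: single point; Times: 3 days compound exposure.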
* = called active by the depositor; ? = inconclusive. A portion of the library; rates above refer to the full screens.

# | structure | FN deposition inh | Xi reactivation
1 | CSc1nnc(C)c(=O)n1COC(=O)COc1ccccc1 | 5 | -0.1
2 | CC(C)CNC(=O)c1ccccc1SCC(=O)NC12CC3CC(CC(C3)C1)C2 | 0 | 0.0
3 | COc1cc(NC(=S)NCCSc2ccc(C)cc2)cc(OC)c1 | 7 | -0.1
4 | CC(=O)N(C)C[C@H]1Oc2ccc(NC(=O)NC(C)C)cc2CC(=O)N(C)C[C@@H]1C | 6 | 0.2
5 | COc1ccc(NC(=S)N2CCOCC2)c(OC)c1 | 4 | 0.0
6 | O=C(Nc1nnc(-c2ccccc2Cl)s1)C1CCN(S(=O)(=O)c2ccc(Cl)cc2)CC1 | 2 | 0.3
7 | CCCCNC(=O)Cn1nc([N+](=O)[O-])c([N+](=O)[O-])c1C | 1 | -0.1
8 | CCCCCNC(=O)c1cc(S(=O)(=O)N2CCCC2)ccc1F | 18 | 0.1
9 | CC(C)[C@H]1COCc2cn(nn2)CCC[C@@H](C)C(=O)N1 | 3 | 0.1
10 | O=C1N[C@H](Cc2ccccc2)COCc2cn(nn2)CC[C@H]1Cc1ccc(-c2ccccc2)cc1 | -19 | -0.1
11 | COC(=O)c1ccc(NC(=S)NC2CCc3ccccc32)cc1 (centres undefined) | -6 | -0.1
12 | Cc1ccsc1/C=N/NS(=O)(=O)c1ccc([N+](=O)[O-])cc1 | -8 | 0.3
13 | O=C(OCCN1C(=O)c2cccc3c(N4CCOCC4)ccc(c23)C1=O)c1ccc(Cl)cc1 | 7 | -0.1
14 | CNS(=O)(=O)c1ccc(C)c(S(=O)(=O)NC)c1 | 2 | 0.2
15 | O=C1CCC(=O)N[C@@H](c2ccc(F)cc2)C/C=C\C[C@H](c2ccc(F)cc2)N1 | 0 | 0.2
16 | O=C1N(c2cccc(Cl)c2)C(c2ccc(Cl)cc2)N2CCCN12 (centres undefined) | 13 | 0.1
17 | COc1ccc(Br)c(C(=O)Nc2cccc(Cl)c2Cl)c1 | -1 | 0.1
18 | C[C@@H]1CNC(=O)[C@H](Cc2ccc(C(F)(F)F)cc2)CCn2nncc2COC1 | 1 | 0.2
19 | CCOc1ccc(/C=N/NC(N)=S)cc1 | 5 | -0.1
20 | Cc1nc(-c2cn[nH]c2-c2ccc(O)cc2O)cs1 | -10 | 0.0
21 | COC1=C(c2ccccc2)C(=O)c2ccccc2C1=O | 3 | 0.3
22 | CC(NC(=O)COC(=O)/C=C/c1cccc(C(F)(F)F)c1)c1ccccc1 (centres undefined) | 2 | 0.0
23 | COc1ccc2c3c([nH]c2c1)[C@H](CO)N(S(=O)(=O)c1ccc(C)cc1)CC31CCN(C(=O)Cc2cccnc2)CC1 | -2 | 0.0
24 | CCSc1nnc(NC(=O)c2cccc(S(=O)(=O)N(C)c3ccccc3)c2)s1 | -1 | 0.1
25 | COc1ccc(C(C#N)N2N=C(c3ccccc3)CC2c2ccccc2)cc1OC (centres undefined) | 0 | 0.2
26 | Cc1cccc(-c2n[nH]c(=S)n2-c2ccccc2)c1[N+](=O)[O-] | 7 | -0.1
27 | O=C(CN1CCN(c2ccc(O)cc2)CC1)Nc1cc(S(=O)(=O)N2CCOCC2)ccc1Cl | 7 | -0.1
28 | COC(=O)C1CCN(C(=O)CSc2ccccc2)CC1 | 2 | -0.1
29 | COc1cc(S(=O)(=O)Nc2cccc(C)c2)ccc1NC(=O)c1ccncc1 | -14 | 0.0
30 | S=C(NCc1ccc2c(c1)OCO2)NCc1ccc2c(c1)OCO2 | 8 | 0.1
31 | COc1ccc(CCNC(=O)C(=O)NCCOc2ccccc2)cc1OC | 1 | 0.1
32 | C=CCNC(=S)N/N=C(\C)c1cc(OC)c(OC)c(OC)c1 | 1 | 0.0
33 | CC(C)(C)NC(=O)c1c(F)c(F)c(F)c(F)c1F | -5 | 0.0
34 | O=C(NCCO)c1cc2cc(Cl)cc(Cl)c2oc1=O | -1 | 0.0
35 | CN(C)S(=O)(=O)c1ccc(N2CCCC2=O)c([N+](=O)[O-])c1 | 9 | 0.2
36 | CC1=NN(C(=S)Nc2ccccc2)C(c2ccccc2)C1 (centres undefined) | 3 | -0.1
37 | CN(C)CCCN1C(=O)c2cccc3c([N+](=O)[O-])ccc(c23)C1=O | -1 | 6.3
38 | O=C(NCCc1ccccc1)C1CCC(Cn2c(=O)c3ccccc3n(Cc3cccnc3)c2=O)CC1 (centres undefined) | 5 | -0.2
39 | C[C@H](CO)N1C[C@H](C)[C@@H](CN(C)CC2CCCCC2)Oc2c(NC(=O)Cc3cn(C)c4ccccc34)cccc2C1=O | 23 | 0.2
40 | CC(C)(C)c1ccc(OCCCNCc2ccccc2)cc1 | 4 | 0.1
41 | CO[C@@H]1CN(C)C(=O)c2cc(NC(=O)CC(F)(F)F)ccc2OC[C@H](C)N(C(=O)C2CC2)C[C@@H]1C | -6 | 0.1
42 | COc1ccc(NC(=O)N2CCCCN3[C@H](CO)[C@@H](c4ccc(C#Cc5ccccn5)cc4)[C@H]3C2)cc1 | -6 | 0.0
43 | O=C(N1CCN(c2ccccn2)CC1)C(Cl)(Cl)Cl | 6 | -0.1
44 | CNC[C@H]1Oc2ccc(N(C)C)cc2CC(=O)N(C)C[C@H]1C | 8 | 0.0
45 | CC1=CN2C(=N)/C(=C/c3ccc(C)o3)C(=O)N=C2S1 | -2 | -0.1
46 | COc1ccc(C/C(C)=N/NC(=O)c2ccncc2)cc1 | -4 | 0.0
47 | O=C(CN1CCCCCCC1)N/N=C/c1ccccc1F | 8 | -0.1
48 | CCN(CC)S(=O)(=O)c1ccc(N2CCOCC2)c(NS(=O)(=O)c2ccc(C)c(C)c2)c1 | 3 | -0.4
49 | C/C=C/c1ccc2c(c1)[C@H]1[C@H](CCN1C(=O)COC)[C@@H](CO)N2 | -20 | 0.0
50 | Cc1sc(NC(=O)C2C3CCC(O3)C2C(=O)O)nc1-c1ccc(CC(C)C)cc1 (centres undefined) | 5 | 0.1

Record cards, from the list above.
`CO[C@@H]1CN(C)C(=O)c2cc(NC(=O)CC(F)(F)F)ccc2OC[C@H](C)N(C(=O)C2CC2)C[C@@H]1C` as listed: FN deposition inh = -6; Xi reactivation = 0.1
`Cc1sc(NC(=O)C2C3CCC(O3)C2C(=O)O)nc1-c1ccc(CC(C)C)cc1` (centres undefined) as listed: FN deposition inh = 5; Xi reactivation = 0.1

Next part:
# | structure | FN deposition inh | Xi reactivation
51 | O=C(N/N=C/c1ccc2c(c1)OCO2)c1sc2cc(Cl)ccc2c1Cl | 0 | 0.0
52 | COc1ccc2c3c(n(C)c2c1)[C@H](CO)N(Cc1ccc(Cl)cc1)CC31CN(C(=O)NC(C)C)C1 | -15 | 0.0
53 | CCOc1ccc(Br)cc1S(=O)(=O)Nc1ccc(C(=O)OCC(=O)N(C)c2ccccc2)cc1 | 8 | 0.0
54 | COc1ccc(-c2nnc(SC(C)C(=O)NNC(=O)c3ccc(C)cc3)o2)cc1 (centres undefined) | -6 | 0.0
55 | CC(C)NC(=O)Nc1cccc2c1O[C@H](CN(C)S(C)(=O)=O)[C@@H](C)CN(C)C2=O | 2 | 0.3
56 | CCOc1cc(NC(=S)NCc2ccco2)c(OCC)cc1NC(=O)CC | 1 | 0.4
57 | N#C/C(C(=O)N1CCOCC1)=C1/SC(Cc2ccc(F)cc2)C(=O)N1c1ccccc1 (centres undefined) | -12 | 0.0
58 | Cn1cnc([N+](=O)[O-])c1Oc1cccc(O)c1 | -5 | 0.3
59 | Cc1cc(NS(=O)(=O)c2ccc(NC(=O)CSc3nnc(-c4ccco4)n3N)cc2)nc(C)n1 | 8 | 0.0
60 | COc1ccc(-c2coc3cc4oc(=O)cc(-c5ccccc5)c4cc23)cc1F | 1 | -0.1
61 | Cc1nc(N2CCC(C)CC2)c2c(C)c(C(=O)Nc3cccc(C(F)(F)F)c3)sc2n1 | -15 | 0.0
62 | O=C(COc1ccccc1)NCCSCc1ccc(Cl)cc1 | 8 | 0.0
63 | COC(=O)N/N=C/c1cc(Cl)cc(Cl)c1OCc1ccccc1F | 5 | 0.2
64 | O=[N+]([O-])c1ccc(-c2ccc(/C=N/Nc3nc(NCc4ccccc4)nc(N4CCOCC4)n3)o2)cc1 | 0 | ?
65 | C/C=C/c1cccc(-c2nc(C(=O)NC3CCC3)cc3c2[C@@H](CCO)N([S@](=O)C(C)(C)C)C3)c1 | 10 | 0.0
66 | CCC1(C)OC(=O)NN(c2ccc(C)cc2)C1(C)O (centres undefined) | 3 | -0.1
67 | CCCN(CCC)C(=S)Nc1cc(C(=O)OC)ccc1C(=O)OC | 11 | -0.1
68 | C=CCNS(=O)(=O)c1cccc(C(C)=O)c1 | 0 | -0.2
69 | CN(C)CC(C)(C)CNS(=O)(=O)c1cccc2nsnc12 | -5 | 0.1
70 | Cn1c(CN2CCCC2)nc2cc(NC(=O)COc3ccc([N+](=O)[O-])cc3)ccc21 | 2 | 0.3

Grouped by structure, those above with an NH in an aromatic ring
# | structure | FN deposition inh | Xi reactivation
20 | Cc1nc(-c2cn[nH]c2-c2ccc(O)cc2O)cs1 | -10 | 0.0
23 | COc1ccc2c3c([nH]c2c1)[C@H](CO)N(S(=O)(=O)c1ccc(C)cc1)CC31CCN(C(=O)Cc2cccnc2)CC1 | -2 | 0.0
26 | Cc1cccc(-c2n[nH]c(=S)n2-c2ccccc2)c1[N+](=O)[O-] | 7 | -0.1

Random excerpt: 6 entries already listed, in no set order.
# | structure | FN deposition inh | Xi reactivation
66 | CCC1(C)OC(=O)NN(c2ccc(C)cc2)C1(C)O (centres undefined) | 3 | -0.1
62 | O=C(COc1ccccc1)NCCSCc1ccc(Cl)cc1 | 8 | 0.0
69 | CN(C)CC(C)(C)CNS(=O)(=O)c1cccc2nsnc12 | -5 | 0.1
67 | CCCN(CCC)C(=S)Nc1cc(C(=O)OC)ccc1C(=O)OC | 11 | -0.1
63 | COC(=O)N/N=C/c1cc(Cl)cc(Cl)c1OCc1ccccc1F | 5 | 0.2
65 | C/C=C/c1cccc(-c2nc(C(=O)NC3CCC3)cc3c2[C@@H](CCO)N([S@](=O)C(C)(C)C)C3)c1 | 10 | 0.0

Following part:
# | structure | FN deposition inh | Xi reactivation
71 | Cc1ccc(-c2nn(-c3ccccc3)cc2C(=O)Nc2cccc(S(=O)(=O)N3CCOCC3)c2)cc1 | 2 | 0.3
72 | Cc1ccc2nc(SCC(=O)c3c(C)[nH]c4ccccc34)[nH]c2c1 | -3 | 1.9
73 | C/C(=N\NC(=O)c1c(Cl)c(C)nn1C)c1ccc(NC(=O)c2ccncc2)cc1 | 8 | 0.2
74 | CCOc1ccccc1C=Nc1ccccc1C(=O)Nc1ccccc1 | -8 | 0.1
75 | CC(C)(C)SCCNC(=O)/C=C/c1ccc(F)cc1 | 7 | 0.0
76 | CC(C)(C)S(=O)N1Cc2cc(C(=O)N3CCN(Cc4ccccc4)CC3)nc(-c3cccc(-c4cc5ccccc5o4)c3)c2[C@H]1CCO (some centres undefined) | 8 | 0.0
77 | CC(C)C(NS(=O)(=O)c1ccccc1)C(=O)OCc1cc([N+](=O)[O-])cc2c1OCOC2 (centres undefined) | 4 | 0.4
78 | CCc1cnc(N2[C@H](C#N)[C@@H](c3ccccc3C3=CCCC3)[C@@H]2CO)s1 | -2 | 0.2
79 | Cc1cc(C)c(NC(=O)C2CCCN2CCOC(=O)c2cccc([N+](=O)[O-])c2)c(C)c1 (centres undefined) | -6 | 0.0
80 | COc1ccc(CN(C)C2c3ccccc3-c3ccccc32)cc1 | -4 | 0.2
81 | COCCCNC(=O)c1cccc(NC(=O)c2ccccc2)c1 | -2 | 0.5
82 | COc1ccc(N/C=C\C(=O)c2ccc(Br)cc2)cc1OC | 3 | -0.1
83 | Cc1ccc(C)c(S(=O)(=O)N2CCCOC2CNC(=O)C(=O)NCCCn2ccnc2)c1 (centres undefined) | 3 | 0.3
84 | O=C(Nc1ccc(Br)cc1)c1cccc(S(=O)(=O)Nc2cnc3ccccc3c2)c1 | 0 | 0.1
85 | CC(C)c1cc(C(=O)N2CCN(C(c3ccccc3)c3ccccc3)CC2)no1 | -18 | -0.1
86 | O=C(COc1cccnc1[N+](=O)[O-])NC1CCS(=O)(=O)C1 (centres undefined) | -1 | -0.1
87 | N#C[C@H]1[C@H](c2ccccc2-c2ccc(F)cc2)[C@H](CO)N1C(=O)Cc1ccncc1 | -14 | 0.2
88 | COCCNC(=O)CSC1=N/C(=C/c2ccc(Cl)c(Cl)c2)C(=O)N1c1ccccc1F | 1 | 0.1
89 | Cc1cc(C)c(C(=O)Nc2ccc(Br)c(C(F)(F)F)c2)c(C)c1 | -11 | 0.2
90 | COc1cccc(NC(=S)NC(=O)c2c(Cl)c(C)nn2C)c1 | 5 | 0.0
91 | CCc1ccccc1NC(=O)Cn1nnc(C(=O)NCc2cccs2)c1N | 11 | 0.0
92 | COc1cc(/C=N/NC(=O)c2ccccc2)ccc1OS(=O)(=O)c1ccccc1 | 1 | 0.0
93 | CCC(C)NC(=O)CCSCCC(=O)NC(C)CC (centres undefined) | 0 | 0.3
94 | CC1=C(n2nnc([N+](=O)[O-])n2)C(c2cccnc2)C(C#N)=C(N)O1 (centres undefined) | -7 | 0.1
95 | CC1CC1c1ccc(/C=C(\C#N)C(=O)Nc2cc(Cl)ccc2Cl)o1 (centres undefined) | 0 | 0.3
96 | Cc1ccc(-n2nc(CN3CCOCC3)c(-c3ccccc3)c2N)c(C)c1 | 2 | 0.3
